NS3 helicase inh: blocks Hepatitis C virus NS3 helicase unwinding; 290,000 compounds, 0.56% hits; inhibition, % at 10.9 µM; AID 1800; NS3 helicase DNA unwinding, Cy5 molecular beacon fluorescence;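 active = inhibition above the mean of all tested compounds plus 3 SD, set per campaign, cut at about 35% in these data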;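 note: 0% = DMSO wells and 100% = thioflavine S control wells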
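Assay system: hepatitis C virus NS3 helicase domain fragment enzyme. Also added: annealed dual-labelled DNA beacon duplex, ATP-started. Timing: 1 h reaction at 25 °C, ATP-initiated. Technique: Cy5 fluorescence at 0 and 60 min, beacon hairpin quenching. Evaluation: % inhibition of unwinding. Replication: one well per compound.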
MEKK3 PB1 HTS: raises or lowers MEK5 binding to the human MEKK3 PB1 domain; Q99759; bead-based flow cytometry, Alexa488-MEK5 binding to MEKK3; actives lie on both sides; 0 = blocked by unlabeled MEK5, 100 = vehicle; binding response (% of control), % at 10 µM; 290,000 compounds, 1.4% hits; AID 1529;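 active = binding response more than 3 SD above or below the average of its plate-row segment, actives on both sides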;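 note: Alexa488 bead fluorescence after subtracting the streptavidin-only scavenger bead signal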
Target sequence (Q99759 whole entry, looked up, the tested form may be a part): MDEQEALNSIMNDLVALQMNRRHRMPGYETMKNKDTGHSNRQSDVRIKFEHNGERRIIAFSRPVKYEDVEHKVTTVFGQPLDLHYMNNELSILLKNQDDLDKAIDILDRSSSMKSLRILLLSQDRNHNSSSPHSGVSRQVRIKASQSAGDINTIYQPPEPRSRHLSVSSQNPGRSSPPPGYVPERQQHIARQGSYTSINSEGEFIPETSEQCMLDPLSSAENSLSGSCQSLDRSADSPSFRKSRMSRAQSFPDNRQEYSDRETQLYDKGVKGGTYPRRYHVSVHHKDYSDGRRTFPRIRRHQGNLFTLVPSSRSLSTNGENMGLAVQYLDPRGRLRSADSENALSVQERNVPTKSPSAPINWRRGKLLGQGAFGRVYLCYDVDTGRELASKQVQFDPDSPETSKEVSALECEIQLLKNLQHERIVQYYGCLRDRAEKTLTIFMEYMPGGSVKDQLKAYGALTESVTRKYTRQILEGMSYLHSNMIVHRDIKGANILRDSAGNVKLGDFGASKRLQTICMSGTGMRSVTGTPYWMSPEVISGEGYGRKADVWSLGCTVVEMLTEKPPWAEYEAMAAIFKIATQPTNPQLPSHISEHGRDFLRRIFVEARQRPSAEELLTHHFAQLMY
VIM-2 inhibitor: blocks Pseudomonas aeruginosa VIM-2 metallo-beta-lactamase. purified VIM-2, nitrocefin hydrolysis, epi-absorbance fluorescence. inhibition, % at 5.6 µM. 290,000 compounds, 0.89% hits;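 active = inhibition above the mean of all tested compounds plus 3 SD, cutoff set per screening run, cut at about 7.5% in these data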;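 note: red hydrolysis product quenches plate fluorescence so inhibitors raise well fluorescence; 0% = enzyme with DMSO and 100% = DMSO without enzyme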
PHOSPHO1 block: PHOSPHO1 (human) inhibition; Q8TCT1; recombinant PHOSPHO1, absorbance phosphatase assay; inhibition, % at 13.3 µM; 290,000 compounds, 1.1% hits; in the data active = inhibition above about 60%
IDE act: IDE (human) activation, cell-based; activation, % at 5.96 µM; 340,000 compounds, 0.073% hits; HEK cells, FAbeta-B cleavage, fluorescence polarization; 0% vehicle, 100% cell-free pure enzyme wells; P14735;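 active = activation above the mean of all tested compounds plus 3 SD, set per screening campaign, cut at about 17% in these data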
SUMO HTRF inh: inhibitors of human SUMOylation (UBC9); P63279; 290,000 compounds, 0.36% hits; inhibition, % at 35 µM; HTRF SUMOylation assay, SAE1/SAE2 + UBC9, in vitro; AID 2006; in the data active = inhibition above about 50%, passing the limit was not always enough; note: strong numbers were not always called active
Target sequence (P63279 whole entry, looked up): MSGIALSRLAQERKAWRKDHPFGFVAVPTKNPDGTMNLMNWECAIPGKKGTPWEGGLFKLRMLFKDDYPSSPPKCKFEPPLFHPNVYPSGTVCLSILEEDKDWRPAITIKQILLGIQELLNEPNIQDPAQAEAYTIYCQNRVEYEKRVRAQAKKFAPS
IMP-1 inh: inhibitors of Pseudomonas aeruginosa IMP-1 metallo-beta-lactamase; purified IMP-1, nitrocefin hydrolysis, epi-absorbance fluorescence; inhibition, % at 5.6 µM; 290,000 compounds, 0.45% hits; AID 1556;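 active = inhibition above the mean plus 3 SD of all compounds in the same screening run, cut at about 4.5% in these data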;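 note: 0% = IMP-1 with DMSO and 100% = DMSO wells lacking enzyme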
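System: purified IMP-1; amount: IMP-1 0.2 nM before substrate addition; compound: single dose, 5.6 µM; times: 25 °C, 15 min preincubation, 25 min reaction; signal: Epi-absorbance via hydrolysed-nitrocefin quenching of white-plate fluorescence, 480/530 nm, EDTA stop; benchmarks: DMSO with and without IMP-1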
pCIP destab: compounds decreasing mouse p/CIP protein stability; F442A p/CIP-EGFP cells, EGFP fluorescence, 16 h; decrease of EGFP signal, % at 10 µM; 290,000 compounds, 0.01% hits; AID 1984;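 active = EGFP signal decrease of at least 30% at 10 µM or well 3 SD below plate mean, unless failing retest; inactive = the rest, including hits failing retest or dose response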; note: some compounds called inactive have numbers as strong as hits; many of its hits are not listed in these tables
DNA FID counter: counter-screen for HCV NS3 helicase inhibitors: DNA intercalator displacement. inhibition, % at 7.9 µM. 290,000 compounds, 0.17% hits. DNA fluorescent intercalator displacement, fluorescence; in the data active = inhibition above about 37%;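 note: 0% = vehicle and 100% = reference compound; higher means more ethidium bromide displaced from hairpin DNA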
The depositor's hits bear a star; nt = not tested or not shown. The list is partial (hit frequency here may not be typical).

Under each structure – NS3 helicase inh | MEKK3 PB1 HTS | VIM-2 inhibitor | PHOSPHO1 block | IDE act | SUMO HTRF inh | IMP-1 inh | pCIP destab | DNA FID counter
- O=C(Nc1ccccc1)Nc1cccc(Cl)c1
    -2 | 108 | -2.1 | 4 | 5 | -10 | -5.0 | 16 | 0
- CCN(CC)C(=O)Cn1cc(C(=O)C(=O)NCCCN2CCOCC2)c2ccccc21
    3 | 106 | -2.3 | 41 | 0 | 15 | -2.5 | -10 | 2
- CCN(CC)Cc1c(C(=O)N/N=C/c2cccnc2)nnn1-c1nonc1N
    -3 | 97 | 1.5 | 32 | 0 | 14 | -1.6 | -20 | -5
- CCn1cc([N+](=O)[O-])c(C(=O)Nc2ccn(C34CC5CC(CC(C5)C3)C4)n2)n1
    -2 | 92 | -3.0 | 14 | -1 | -6 | -3.1 | -1 | -17
- Cc1cc2nc(N=C(N)N)nc(C)c2cc1C
    -4 | 87 | 17* | 10 | 9 | -1 | -1.6 | -40 | 33
- Cc1cc(C)nc(N/N=C/C2=C(O)CC(c3ccccc3)CC2=O)n1 (configuration not stated)
    -1 | 99 | -2.1 | 32 | nt | -120 | -3.5 | -5 | -23
- CCCC(=O)N1c2ccccc2NC2=C(C(=O)CCC2)C1c1ccc(F)cc1 (configuration not stated)
    3 | 100 | -3.6 | 4 | 4 | 14 | -2.9 | -4 | -13
- S=C(NCc1cccs1)Nc1ccc(Br)cc1Cl
    14 | 101 | -3.9 | 47 | -1 | 9 | -2.9 | -8 | 2
- COc1ccc(-n2c(-c3ccc(C)cc3)n[nH]c2=S)cc1
    -5 | 98 | 0.4 | -1 | -7 | -4 | -2.1 | -5 | -13
- O=C(c1ccccc1)c1nn(-c2cccc(Cl)c2)ccc1=O
    13 | 104 | -2.9 | 32 | nt | 6 | -2.7 | -8 | -17
- ClC1=C(Cl)C(Cl)=C(Cl)C1=C/C=C/c1ccccc1
    -2 | 88 | -0.8 | 32 | 0 | 36 | -0.4 | -18 | -2
- Cc1cc(N2CC(C)OC(C)C2)nc(C(C)C)n1 (configuration not stated)
    -13 | 102 | -1.4 | -1 | 10 | 12 | -2.8 | 3 | -3
- Cc1cccc(Oc2cc(NC(=O)c3ccccc3)cc([N+](=O)[O-])c2)c1
    -5 | 103 | -2.5 | 28 | -2 | -4 | -0.3 | -26 | 10
- N#Cc1nc(-c2ccc(Cl)cc2)oc1NCc1cccc2c1OCO2
    -4 | 100 | -0.5 | -50 | 2 | 10 | -0.1 | -3 | -1
- O=C1CCN(CCc2ccccc2)CCN1[C@H](CSc1ccc(Br)cc1)c1ccccc1
    nt | 111 | nt | 31 | 4 | -6 | nt | -4 | nt
- Fc1ccccc1NC(=S)NCc1ccccc1
    2 | 105 | -2.6 | -18 | 2 | 11 | -2.4 | -6 | -3
- COC(=O)c1ccc(NC(=O)c2cc3sccc3n2C)cc1
    -6 | 102 | 1.4 | -102 | -2 | -25 | -2.5 | -12 | -16
- CCN1N=C(C)C=C(c2ccccc2)n2c1nc1ccccc12
    11 | 100 | -2.6 | 28 | 0 | 25 | -1.8 | 2 | -8
- CCNCCNC(=O)c1c(O)c2c([nH]c1=O)CCCC2
    2 | 100 | -3.3 | -14 | 0 | -3 | -4.5 | 1 | 4
- Cc1ccc2nc(SCc3ccccc3)c(C=O)c(=O)n2c1
    3 | 101 | -0.6 | -14 | 2 | 9 | -2.3 | 0 | -3

The list goes on:
SMILES,NS3 helicase inh,MEKK3 PB1 HTS,VIM-2 inhibitor,PHOSPHO1 block,IDE act,SUMO HTRF inh,IMP-1 inh,pCIP destab,DNA FID counter
O=C(NCCN1C(=O)S/C(=C\c2ccc(Cl)c(Cl)c2)C1=O)C1COc2ccccc2O1 (configuration not stated),5,108,0.2,48,0,0,-2.0,19,2
CCOC(=O)c1c(NC(=O)CSc2nnc3ccccn23)sc2c1CCC2,2,79,-1.8,-9,-4,10,-1.2,-4,-36
COc1cccc(CNC(=O)Cn2c(=O)oc3cc(S(=O)(=O)N4CCCCC4)ccc32)c1,4,99,-0.7,23,1,8,-1.5,-13,-31
COc1ccc(CNC(=O)CN(C(=O)Cn2nnc(-c3ccccc3F)n2)c2ccc(C)cc2)cc1,1,98,0.3,8,-4,-24,-1.1,-3,-12
Cc1ccc(OCC(O)CN2C(=O)NC(C)(C)C2=O)cc1C (configuration not stated),-4,99,-5.0,-6,5,-2,-1.9,-1,-4
CN(C)CCCn1c(=O)n(Cc2ccccc2)c(=O)c2c3c(sc21)CCCCC3,-71,100,-0.2,36,1,4,0.4,3,8
Cc1cc(C(=O)N2CCN(Cc3ccc4c(c3)OCO4)CC2)on1,2,103,-0.1,12,4,-14,-2.3,-17,1
O=C(COC(=O)CNC(=O)c1ccccc1)Nc1ccc(Cl)cc1C(F)(F)F,8,107,-4.0,-4,5,-2,-3.0,-3,-3
Cc1ccc(-n2[nH]c(C)c(C=Nc3ccc(S(=O)(=O)Nc4nccs4)cc3)c2=O)cc1,11,97,0.1,4,nt,0,-0.3,-11,-5
COc1ccccc1N1CCN(C/C(C)=C/c2ccccc2)CC1,-7,104,-2.4,-7,1,7,-1.9,-10,-1
O=C(COC(=O)c1ccco1)NC(c1ccccc1)c1ccccc1,-4,102,-2.9,-8,0,26,-3.6,0,-10
CCNC(=O)COc1cc(C)c(Cl)c(C)c1,6,99,1.1,5,3,18,-0.9,-7,-4
COC(=O)c1cc(OC)c(OC)cc1NCC(=O)Nc1ccc(C)cc1,1,104,-4.4,-4,4,-6,-4.8,-7,4
CCc1n[nH]c(=O)c2cc3cc(OC)ccc3n12,-17,107,6.4,14,-5,23,-1.4,-4,-7
CC1CN(C(=O)c2cccc(S(=O)(=O)Nc3ccc(Cl)cc3)c2)CC(C)O1 (configuration not stated),2,95,-0.4,24,5,0,-1.6,-8,-23
O=C(COC(=O)c1cc(=O)c2ccccc2o1)NC1CCCC1,-2,115,-1.5,28,2,0,-3.4,0,-1
CCN(CC)c1ccc(/C=N/NC(=O)c2cccc(S(=O)(=O)Nc3ccccc3OC)c2)cc1,-8,101,-3.7,21,-4,14,-3.5,-6,-15
Nc1ncc(Br)cc1S(=O)(=O)NCCC(=O)N1CCN(c2ncccn2)CC1,9,101,-2.9,54,1,10,-2.1,-19,-18
Cc1ccc(NC(=O)CN(C)C(=O)COc2c(Cl)cc(Cl)c3ccc(C)nc23)cc1,6,100,0.7,-1,1,10,-2.4,-3,-3
c1cnc2c(OCc3nc4ccccc4[nH]3)cccc2c1,-9,88,-1.9,37,2,-1,-2.4,-3,1
COc1cccc(C2NC(C)(C(=O)O)C3C(=O)N(C(C)C)C(=O)C23)c1O (configuration not stated),-3,99,-4.0,17,7,-1,-1.6,-8,-3
COc1ccc(CC(=O)N2CCc3ccccc3C2)cc1,-6,99,-3.8,31,3,-17,-2.2,3,-14
COC(=O)C(Cc1ccc(O)cc1)NC(=O)CCc1nc2ccccc2s1 (configuration not stated),18,99,-0.1,49,2,18,-0.2,-5,-5
COc1ccc(S(=O)(=O)c2snnc2C)cc1,-1,99,-0.8,27,4,18,-2.0,-14,-2
O=C(CSc1ccc(Cl)cc1)Nc1ccc(N2CCN(c3ccccc3)CC2)c(F)c1,22,103,-2.8,20,5,31,-1.8,-17,2
COc1cccc(C(=O)Nc2cccc(NC(=O)c3cccs3)c2)c1,0,111,-1.7,nt,-4,-2,-4.4,-11,-15
O=C(CCl)Nc1cccc(S(=O)(=O)NC2=NCCC2)c1,-4,103,-1.8,9,4,28,-1.1,-11,3
CC1CN(C(=O)c2ccccc2Sc2ccccc2C#N)CC(C)O1 (configuration not stated),-1,105,1.2,6,-5,17,-3.1,-6,-18
Cc1ccc(C(C)NC(=O)c2cc3cc(Br)ccc3oc2=N)cc1 (configuration not stated),23,101,0.1,23,0,-2,-0.2,3,-5
COc1ccc(CCNc2nc3c(c(=O)n(C)c(=O)n3C)n2C)cc1OC,5,101,-1.8,-3,2,-2,-3.0,3,-9

Reformatted: entries from further up.
> COc1ccc(S(=O)(=O)c2snnc2C)cc1
  NS3 helicase inh: -1; MEKK3 PB1 HTS: 99; VIM-2 inhibitor: -0.8; PHOSPHO1 block: 27; IDE act: 4; SUMO HTRF inh: 18; IMP-1 inh: -2.0; pCIP destab: -14; DNA FID counter: -2
> COc1cccc(C2NC(C)(C(=O)O)C3C(=O)N(C(C)C)C(=O)C23)c1O (configuration not stated)
  NS3 helicase inh: -3; MEKK3 PB1 HTS: 99; VIM-2 inhibitor: -4.0; PHOSPHO1 block: 17; IDE act: 7; SUMO HTRF inh: -1; IMP-1 inh: -1.6; pCIP destab: -8; DNA FID counter: -3
> Cc1ccc(C(C)NC(=O)c2cc3cc(Br)ccc3oc2=N)cc1 (configuration not stated)
  NS3 helicase inh: 23; MEKK3 PB1 HTS: 101; VIM-2 inhibitor: 0.1; PHOSPHO1 block: 23; IDE act: 0; SUMO HTRF inh: -2; IMP-1 inh: -0.2; pCIP destab: 3; DNA FID counter: -5
> O=C(CSc1ccc(Cl)cc1)Nc1ccc(N2CCN(c3ccccc3)CC2)c(F)c1
  NS3 helicase inh: 22; MEKK3 PB1 HTS: 103; VIM-2 inhibitor: -2.8; PHOSPHO1 block: 20; IDE act: 5; SUMO HTRF inh: 31; IMP-1 inh: -1.8; pCIP destab: -17; DNA FID counter: 2

(list continues)
SMILES,NS3 helicase inh,MEKK3 PB1 HTS,VIM-2 inhibitor,PHOSPHO1 block,IDE act,SUMO HTRF inh,IMP-1 inh,pCIP destab,DNA FID counter
CNC(=O)N(O)C1N(/N=C/c2ccc(N(C)C)cc2)C(=S)SC1(C)C (configuration not stated),0,111,-3.2,24,3,4,-2.9,2,-6
COc1ccc(S(=O)(=O)N2CCOC2CNC(=O)C(=O)NCCc2ccccc2)cc1OC (configuration not stated),7,99,-1.9,0,1,1,-3.6,-20,-27
COc1ccc(OC)c(NC(=O)CC2C(=O)NCCN2C(=O)Nc2cccc(Cl)c2)c1 (configuration not stated),-12,90,2.4,9,-6,3,-0.6,-3,-9
O=C(CCNC(=O)c1ccco1)Nc1ccc(Cl)cc1F,-3,99,-0.5,19,-4,17,-2.7,-18,-2
O=C(NC(=S)NC1CCSC1=O)c1ccccc1F (configuration not stated),13,107,-2.4,-5,1,6,-4.8,-11,-14
CCOc1ccc(NC(=O)C(CC)n2nc(C)c3c(C)n(-c4ccccc4)nc3c2=O)cc1 (configuration not stated),-2,100,-1.2,54,0,0,-2.8,2,-49
